Source: PubChem BioAssay (National Center for Advancing Translational Sciences (NCATS))
D2 ag – HTS Assay for Allosteric Agonists of the Human D2 Dopamine Receptor: Primary Screen for Agonists; D(2) dopamine receptor (Homo sapiens), P14416; HEK293 T-REx D2 cells, calcium flux agonist mode; activation, % at 2 µM; 340,000 compounds, 0.53% hits; AID 485358, 2010;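 active means activation over 3 SD above normal in the single-dose calcium agonist read, cut at about 30% in these data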; further: 0% is about no effect
Target sequence (P14416 whole entry, looked up): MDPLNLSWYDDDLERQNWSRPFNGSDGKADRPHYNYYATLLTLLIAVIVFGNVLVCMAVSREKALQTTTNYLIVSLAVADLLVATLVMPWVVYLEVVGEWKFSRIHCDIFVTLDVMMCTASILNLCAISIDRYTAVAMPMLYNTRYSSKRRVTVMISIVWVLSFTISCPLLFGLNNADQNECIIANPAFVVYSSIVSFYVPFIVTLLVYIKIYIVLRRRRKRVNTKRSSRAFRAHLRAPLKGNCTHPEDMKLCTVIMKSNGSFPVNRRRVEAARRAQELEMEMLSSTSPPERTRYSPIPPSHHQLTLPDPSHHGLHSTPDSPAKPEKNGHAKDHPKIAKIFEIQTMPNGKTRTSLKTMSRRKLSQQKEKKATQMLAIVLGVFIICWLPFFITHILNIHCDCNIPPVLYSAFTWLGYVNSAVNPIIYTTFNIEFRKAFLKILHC
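In this primary screen, compounds producing a positive calcium signal within 180 s of addition to tetracycline-induced, force-coupled HEK293 Trex D2 cells are flagged; cells are dye-loaded with a no-wash calcium kit beforehand.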
D1 PAM – Potentiators of Human D1 Dopamine Receptor: qHTS; D(1A) dopamine receptor (Homo sapiens), P21728; HEK293 TREx D1 cells, calcium flux, dopamine EC20 potentiation; potentiation, % at 10 µM; 360,000 compounds, 0.036% hits; AID 504651, 2011; in the data active means potentiation above about 30%; further: 0% is about no effect
Target sequence (P21728 whole entry, looked up): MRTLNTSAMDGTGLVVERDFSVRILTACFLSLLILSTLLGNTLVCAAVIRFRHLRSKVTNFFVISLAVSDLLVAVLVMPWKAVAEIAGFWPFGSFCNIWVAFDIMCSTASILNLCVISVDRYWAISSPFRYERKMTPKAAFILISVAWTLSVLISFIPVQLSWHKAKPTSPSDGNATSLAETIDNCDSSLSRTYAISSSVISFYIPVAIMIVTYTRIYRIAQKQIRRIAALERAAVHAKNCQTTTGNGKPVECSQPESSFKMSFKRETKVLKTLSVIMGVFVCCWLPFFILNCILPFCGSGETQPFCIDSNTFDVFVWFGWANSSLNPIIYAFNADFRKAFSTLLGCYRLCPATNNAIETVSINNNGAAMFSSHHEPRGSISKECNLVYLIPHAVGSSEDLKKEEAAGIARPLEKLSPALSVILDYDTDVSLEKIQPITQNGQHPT
D1 antag – Antagonist of Human D 1 Dopamine Receptor: qHTS. AID 504652, 2011. HEK293 TREx D1 cells, calcium flux, dopamine EC80; active compounds read low. activity change, negative = inhibition, % at 10 µM. D(1A) dopamine receptor (Homo sapiens), P21728. 360,000 compounds, 3.2% hits; in the data active means activity change below about -30%; further: on the % scale 0 is the no-effect control and ±100 the full control effect
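Calcium flux readout: force-coupled, inducible Hek293 Trex D1 line, cells induced overnight at 30 C with tetracycline, dye-loaded 30–90 min at RT. Antagonism scored against EC80 dopamine challenge given 180 s after compound.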
D2 potentiator – HTS Assay for Positive Allosteric Modulators of the Human D2 Dopamine Receptor: Primary Screen for Potentiators | D(2) dopamine receptor (Homo sapiens), P14416 | HEK293 T-REx D2, calcium flux, EC20 dopamine potentiation | potentiation, % at 10 µM | 340,000 compounds, 0.34% hits | AID 485347, 2010;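 active means potentiation over 3 SD above the plate norm, cut at about 30% in these data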; further: 0% is about no effect
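Tetracycline-induced HEK293 T-REx cells force-coupled to calcium signalling expressed D2; compounds were pin-added after a 10 s baseline, read kinetically 180 s, then an EC20 dopamine challenge followed with a further 180 s calcium read.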
TRHR agonist – qHTS for Small Molecule Agonists and Allosteric Enhancers of Human TRH Receptor: Primary Screen for Agonists. TRHR cells, calcium flux fluo-8, FDSS agonist mode. activation, % at 2 µM. 360,000 compounds, 0.18% hits. AID 493084, 2011; further: 0% is about no effect
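Fluo-8-loaded TRHR cells; 10 s baseline, compound added, kinetic Ca2+ fluorescence read 1/s, agonist mode.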
TRHR PAM – qHTS for Small Molecule Agonists and Allosteric Enhancers of Human TRH Receptor: Primary Screen for Enhancers. 360,000 compounds, 0.66% hits. enhancement, % at 2 µM. TRHR cells, fluo-8 calcium fluorescence, EC20 TRH enhancement. Thyrotropin-releasing hormone receptor (Homo sapiens), P34981; in the data active means enhancement above about 30%; further: 0% is about no effect
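Enhancer read-out: after compound pinning and an initial kinetic agonist-mode read, an EC20 of TRH (10 nM final) was injected and fluo-8 calcium signal (Ex 480/Em 530) followed at 1 s/cycle for 100 cycles in TRHR-expressing cells.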
D2 antag – HTS Assay for Allosteric Antagonists of the Human D2 Dopamine Receptor: Primary Screen for Antagonists | inhibition, % at 10 µM | 340,000 compounds, 2% hits | D(2) dopamine receptor (Homo sapiens), P14416 | HEK293 TREx D2 cells, calcium flux, dopamine EC80; in the data active means inhibition above about 30%; further: 0% is about no effect
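Dopamine at EC80 is the agonist stimulus; test compounds precede it by 180 s. Calcium flux read kinetically in a force-coupled, inducible HEK293 T-REx D2 cell line.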
D1 ag – Allosteric Agonists of the Human D1 Dopamine Receptor: qHTS; D(1A) dopamine receptor (Homo sapiens), P21728; HEK293 T-REx D1 cells, calcium flux, agonist mode; activation, % at 2 µM; 360,000 compounds, 1% hits; further: 0% is about no effect
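Agonism was scored from calcium flux recorded over 180 s (1 read/s) after pintool compound addition, following a 10-cycle baseline. Cells were inducible force-coupled HEK293 TREx D1, plated overnight at 30 C and loaded with no-wash calcium dye.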
RXFP1 antag – qHTS Assay for Antagonists of the Relaxin Receptor RXFP1 | 350,000 compounds, 0.59% hits | activity change, negative = inhibition, % at 57.5 µM | Relaxin receptor 1 (Homo sapiens), Q9HBX9 | HEK293-RXFP1, relaxin-stimulated cAMP HTRF, 30 min; active compounds read low;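 active means activity change of -60% or lower, but not beyond a set lower limit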; further: on the % scale 0 is the no-effect control and ±100 the full control effect
Numbers without * were called inactive; / = not tested or not shown. Unless noted, no stated cut-off is given here; in the data, active means activation above about 30%; inactive means the rest.

SMILES | D2 ag | D1 PAM | D1 antag | D2 potentiator | TRHR agonist | TRHR PAM | D2 antag | D1 ag | RXFP1 antag
CCc1ccc(N2CC(O)=C(c3nc4ccccc4c(=O)[nH]3)C2=N)cc1 | -0.6 | 4 | 2 | -7 | -0.3 | 16 | -14 | 1 | 5
CCOc1ccc2[nH]c(=O)c(CN(CCc3ccccc3)C(=O)N3CCOCC3)cc2c1 | 0.0 | 1 | 10 | -3 | -0.4 | 2 | -11 | -1 | -6
COc1cc(CC(=O)OCC(=O)Nc2ncc(Cl)cc2Cl)cc(OC)c1OC | -1.1 | -6 | -15 | -4 | -0.2 | 21 | -10 | 1 | -10
Cc1ccc(-c2nnc(Nc3ccc(C(=O)N(C)C)cc3)c3ccccc23)cc1S(=O)(=O)NC(C)(C)CO | -0.6 | -4 | -9 | -2 | -0.2 | -6 | -10 | 0 | 5
O=C(/C=C/c1ccccc1)Nc1sc2c(c1C(=O)O)CCC2 | -1.4 | 0 | 10 | 0 | -0.4 | -1 | -6 | 0 | -9
CC(=O)Nc1nc(C2COc3ccccc3O2)cs1 (stereo unspecified) | -0.1 | -2 | -16 | 8 | -0.4 | -2 | 0 | 3 | -4
O=C(CN(Cc1ccccc1Cl)C(=O)c1csnn1)NC1CCCC1 | 0.1 | 5 | 3 | -1 | 0.3 | 1 | -3 | 0 | -1
CCn1c(-c2ccc(OC)c(OC)c2)n[nH]c1=S | 0.3 | 2 | 1 | 2 | 0.1 | -3 | -3 | 1 | /
Cc1cc(F)ccc1S(=O)(=O)Nc1ncnc2scc(-c3ccc(F)cc3)c12 | -0.6 | 1 | -9 | -8 | 0.0 | -3 | -1 | 7 | -13
COc1ccc(-c2noc(-c3ccc(NC(C)c4ccccc4)c([N+](=O)[O-])c3)n2)cc1OC (stereo unspecified) | 1.2 | -3 | -28 | -4 | 1.5 | -1 | / | 17 | /

Already shown: 6 of the compounds above.
SMILES | D2 ag | D1 PAM | D1 antag | D2 potentiator | TRHR agonist | TRHR PAM | D2 antag | D1 ag | RXFP1 antag
CCc1ccc(N2CC(O)=C(c3nc4ccccc4c(=O)[nH]3)C2=N)cc1 | -0.6 | 4 | 2 | -7 | -0.3 | 16 | -14 | 1 | 5
CCOc1ccc2[nH]c(=O)c(CN(CCc3ccccc3)C(=O)N3CCOCC3)cc2c1 | 0.0 | 1 | 10 | -3 | -0.4 | 2 | -11 | -1 | -6
COc1cc(CC(=O)OCC(=O)Nc2ncc(Cl)cc2Cl)cc(OC)c1OC | -1.1 | -6 | -15 | -4 | -0.2 | 21 | -10 | 1 | -10
Cc1ccc(-c2nnc(Nc3ccc(C(=O)N(C)C)cc3)c3ccccc23)cc1S(=O)(=O)NC(C)(C)CO | -0.6 | -4 | -9 | -2 | -0.2 | -6 | -10 | 0 | 5
O=C(/C=C/c1ccccc1)Nc1sc2c(c1C(=O)O)CCC2 | -1.4 | 0 | 10 | 0 | -0.4 | -1 | -6 | 0 | -9
CC(=O)Nc1nc(C2COc3ccccc3O2)cs1 (stereo unspecified) | -0.1 | -2 | -16 | 8 | -0.4 | -2 | 0 | 3 | -4

The list continues.
SMILES | D2 ag | D1 PAM | D1 antag | D2 potentiator | TRHR agonist | TRHR PAM | D2 antag | D1 ag | RXFP1 antag
O=C(Nc1ccc(NC(=O)C23CC4CC(CC(C4)C2)C3)cn1)c1ccco1 | -0.3 | 1 | -15 | 19 | -0.2 | -2 | -4 | 5 | -12
Cc1cc(NC(=O)Cn2cnc3c2c(=O)n(C)c(=O)n3C)n(-c2ccccc2)n1 | 0.9 | 1 | -1 | -7 | 0.9 | 1 | 5 | 1 | 4
N=C(N)SCc1cn(-c2ccccc2)nc1-c1ccc(Br)cc1 | 1.5 | 7 | 56 | 0 | 1.3 | 1 | -5 | 20 | -79*
O=C(O)c1ccc2c(c1)C(=O)N(C(Cc1ccc(O)cc1)C(=O)O)C2=O (stereo unspecified) | -0.3 | 0 | -17 | -2 | 0.5 | 0 | -11 | 1 | -2
CCc1ccc(CN2CCC(Oc3ccc(C(=O)N4CCCC4)cc3)CC2)cc1 | -0.9 | -5 | -25 | -4 | 0.3 | -4 | 16 | 10 | -17
COc1cccc(-n2c(=O)[nH]cc(C(=O)Nc3ccc(NC(C)=O)cc3)c2=O)c1 | -0.4 | -6 | 6 | 4 | -0.1 | 10 | -6 | 3 | /
Cc1ccccc1-c1nn(-c2ccc(F)cc2F)cc1CNCC(C)O (stereo unspecified) | -1.7 | -3 | 12 | -10 | 0.7 | 5 | -26 | 7 | -13
CNC(=O)N/N=C(\N)c1ccccn1 | 1.1 | -2 | 6 | 0 | 0.5 | -3 | 5 | 0 | -3
Cn1cc(Cl)c(C(=O)Nc2cnn(Cc3ccc(F)cc3)c2)n1 | 0.0 | -4 | -42* | 2 | -0.1 | 12 | -7 | 5 | -3
O=C(COc1ncnc2ccc(Br)cc12)N1CCOCC1 | -0.7 | -3 | 5 | 15 | 0.7 | 6 | -7 | 2 | 3
Cc1sc2ncn(CC(=O)Nc3ccc(C(C)C)cc3)c(=O)c2c1S(=O)(=O)N1CCN(c2ncccn2)CC1 | / | 0 | -61* | 17 | 1.8 | 5 | / | 1 | /
COc1ccc(C(=O)C2CCCN(C(=O)c3ccc4cc[nH]c4c3)C2)c(C)c1 (stereo unspecified) | 0.1 | -4 | -8 | 1 | 0.9 | 0 | -4 | 4 | 2
CCN(CC(=O)NCc1ccc(Cl)cc1)C(=O)C(C)Sc1ccccc1 (stereo unspecified) | -0.6 | 0 | -3 | -5 | -1.0 | -8 | 11 | 3 | -5
O=S(=O)(NC1CCCCCC1)c1ccc(Br)s1 | 2.2 | -4 | -20 | -11 | -0.4 | 0 | 5 | -2 | -5
Cc1cccc(C(=O)NCC(=O)NC(C)CCc2ccccc2)c1 (stereo unspecified) | / | -3 | 4 | / | -0.5 | 5 | / | 1 | 4
O=C(c1ccccc1)c1ccc(OCC(O)CN2CCN(S(=O)(=O)N3CCCCC3)CC2)cc1 (stereo unspecified) | 0.1 | -3 | -18 | -6 | 0.2 | 5 | 9 | 10 | -12
CC(C)C(=O)Nc1ccc(N2CCN(S(C)(=O)=O)CC2)cc1 | 0.7 | -6 | -1 | 7 | 0.2 | -4 | -1 | 1 | 2
O=C(O)c1ccc(NC(=O)c2cn(-c3ccccc3)nc2-c2ccccc2)cc1 | / | 7 | -4 | / | 0.1 | 0 | / | 1 | 0
Cc1ccc(OC(=O)COc2ccccc2)c(-n2nc3ccccc3n2)c1 | 1.8 | 5 | -22 | 0 | 2.7 | -8 | -19 | 19 | 1
CCCN=C1CC(C)(C)CC(=O)/C1=C(/O)CCC | 0.8 | 1 | 7 | 13 | -0.1 | 2 | -4 | 1 | -32
COc1ccccc1CNC(=O)COC(=O)CCC(=O)c1cccs1 | 0.0 | -4 | 2 | 1 | -1.3 | 3 | 4 | 2 | -25
CCOc1ccc(OCCN2C(=O)NC(Cc3c[nH]c4ccccc34)C2=O)cc1 (stereo unspecified) | / | -2 | -3 | 3 | 0.7 | 10 | 7 | 1 | 6
Cc1c(-n2c(SCC(=O)O)nnc2-c2ccccc2Br)c(=O)n(-c2ccccc2)n1C | 1.1 | 2 | 1 | 5 | 0.1 | -11 | 21 | 2 | 20
O=C(CCS(=O)(=O)Cc1ccccc1F)NCCCN1CCCCC1 | / | -3 | 7 | / | 2.1 | 1 | / | 2 | -14
Cc1ccccc1OCCSc1nnc(-c2cccs2)o1 | -1.9 | -1 | 4 | 8 | -1.1 | 9 | / | 0 | -13
COC(=O)C1CCN(C(=O)COC(=O)c2oc3ccccc3c2C)CC1 | -1.1 | 2 | 10 | 1 | 0.3 | 7 | -7 | 2 | 10
CCN(/N=C/c1ccc(Cl)cc1)c1cc(=O)n(C)c(=O)[nH]1 | -1.3 | -1 | -5 | -3 | -1.2 | 11 | 2 | 2 | 10
CCOC(=O)N1CCN(C(=O)CCn2c(=S)[nH]c3cc(OCC)c(OCC)cc3c2=O)CC1 | -2.0 | -3 | 12 | 11 | 0.2 | 25 | 9 | 1 | /
O=C(Cn1c(O)c(/C=C2\C=Nc3ccccc32)sc1=O)N1CCOCC1 | 0.6 | -15 | 1 | -3 | -0.1 | -6 | 8 | 2 | -7
COc1ccc(-n2nc([N+](=O)[O-])c(=NCCCN3CCCC3=O)n2O)cc1 | -0.5 | -4 | -14 | -4 | -0.2 | 2 | 7 | 1 | 4
CCCCc1cc(=O)oc2cc(C)cc(OC(C)C(=O)NCc3ccccn3)c12 (stereo unspecified) | -0.9 | -2 | 20 | 3 | -0.2 | -5 | 10 | 1 | 9
CCCCOC(=O)Nc1nnc(CCOCC)s1 | 0.1 | 2 | 3 | -10 | -0.2 | -5 | 19 | 1 | 0
COc1cccc(CNC(=O)C2CCCN(S(=O)(=O)c3ccc4c(ccn4C)c3)C2)c1OC (stereo unspecified) | 0.2 | 0 | -7 | 11 | -0.2 | -1 | / | 0 | -13
Cc1ccc(-c2c(C#N)c(N)nc3c2CCCC3)s1 | 1.1 | -8 | -7 | 2 | 0.2 | 3 | 2 | 5 | 4
O=C(NCCCCc1ccccc1)c1ccccc1F | -1.6 | -2 | -12 | -1 | -1.2 | -1 | -8 | 2 | -6
O=C1CSC(c2ccccn2)N1c1ccc2ccccc2c1 (stereo unspecified) | -0.2 | -7 | 3 | -4 | 0.6 | 3 | 3 | 3 | 4
O=C(Nc1nc2c(Cl)ccc(Cl)c2s1)c1ccco1 | 0.4 | -1 | 5 | 1 | 0.2 | 8 | 12 | 4 | -15
O=c1cc(C(Cl)(Cl)Cl)oc2c1ccc1ccccc12 | 0.2 | 6 | -6 | -7 | -0.2 | -2 | 23 | 28 | 19
Cc1ccccc1-c1cc(C(=O)NCc2cccs2)nn1CC1CC(c2cccc([N+](=O)[O-])c2)=NO1 (stereo unspecified) | 0.6 | -5 | 6 | -11 | -0.4 | -5 | -6 | 5 | /
CCOc1ccccc1NC(=O)COC(=O)CN(C)S(=O)(=O)c1ccc(C)cc1 | -0.6 | -8 | -45* | -1 | -0.3 | 1 | -3 | 25 | -7
COc1ccc(C2CCN(CC(=O)N(C)C)CC2O)cc1 (stereo unspecified) | 0.9 | -1 | -21 | -3 | 0.1 | -6 | -2 | 0 | -8
CCCCN(CCCC)c1nc2ccccc2nc1NS(=O)(=O)c1ccc(NC(C)=O)cc1 | -0.4 | -2 | / | -3 | 0.6 | -4 | 9 | 0 | -5
Cc1c(NC(=O)CSc2ccccc2C(=O)Nc2cccnc2)c(=O)n(-c2ccccc2)n1C | 0.2 | -6 | 2 | 2 | 0.0 | -3 | 18 | 3 | -7

Rows are unselected (roughly 7.3% active in at least one column).
